High-throughput results deposited in PubChem by National Center for Advancing Translational Sciences (NCATS).
BRCA1 expr act – qHTS Assay to Identify Small Molecule Activators of BRCA1 Expression. Potency, µM (top dose mostly 46.1 µM), for inactives: at the highest dose activation, most hits filed as activators. MCF7-BRCA1-FFLuc reporter, luminescence, 48 h; response scale: scaled: vehicle 0%, 10 µM genistein 100%. AID 624202, 2012. actives 1.1% (n = 380,000); note: nearly all actives have a fitted effect of over 80% in size; some results filed as inactive show a strong effect at the top dose
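Cells: MCF7-BRCA1-FFLuc, 2000/well. Exposure: 48 h, 37 °C, 5% CO2. Read: luminescence, 15 min post-substrate. Controls: genistein 10 microM (maximal activation), DMSO (neutral).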
RORg inh – qHTS for inhibitors of ROR gamma transcriptional activity; Drosophila S2 Gal4-RORgamma UAS-luciferase reporter, 20 h; actives 5.4% (n = 310,000); Nuclear receptor ROR-gamma (Mus musculus), P51450; Potency, µM (titrated, usually from 53.6 µM), for the others: at the top dose activity change, negative = inhibition, most hits filed as inhibitors; note: % is set by controls: 0 for no effect and ±100 for the full control effect; nearly all actives have a fitted effect of over 60% in size
Target sequence (P51450 whole entry, looked up, the tested form may be a part): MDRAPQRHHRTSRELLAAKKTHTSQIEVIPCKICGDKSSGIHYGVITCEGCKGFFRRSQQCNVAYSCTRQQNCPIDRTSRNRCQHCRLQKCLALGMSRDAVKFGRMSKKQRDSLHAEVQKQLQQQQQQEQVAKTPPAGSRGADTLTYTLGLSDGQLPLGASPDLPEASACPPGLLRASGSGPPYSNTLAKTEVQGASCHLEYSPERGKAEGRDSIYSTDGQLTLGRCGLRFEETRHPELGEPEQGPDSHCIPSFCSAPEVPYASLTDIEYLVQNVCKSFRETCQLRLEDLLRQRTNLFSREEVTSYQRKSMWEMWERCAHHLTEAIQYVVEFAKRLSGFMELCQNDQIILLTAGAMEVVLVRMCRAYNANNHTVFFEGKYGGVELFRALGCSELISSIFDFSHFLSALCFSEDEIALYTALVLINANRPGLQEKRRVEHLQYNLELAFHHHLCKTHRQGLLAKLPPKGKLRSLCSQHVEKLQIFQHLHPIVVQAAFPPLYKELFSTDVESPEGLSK
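Drosophila S2 cells stably expressing Gal4-DBD/mouse RORγ fusion under metallothionein promoter plus UAS-luciferase; compound 1 h, then 700 uM CuSO4 induction for 20 h at ambient temperature; inhibition read as reduced luminescence.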
MBNL1 CUG block – qHTS Assay for Inhibitors of MBNL1-poly(CUG) RNA binding; actives 0.036% (n = 280,000); Muscleblind-like protein 1 (Homo sapiens), Q9NR56; TR-FRET MBNL1-His/biotin-(CUG)12 binding, 665/545 ratio; Potency, µM (top dose mostly 57.5 µM), for the others: at the highest dose activity change, negative = inhibition, actives largely listed as inhibitors; active = well fitted inhibition curve with a large enough effect in the signal ratio, with a control signal flat, not every such curve was filed as active; inconclusive = small, poorly fitted or top-dose-only effect, or effect the other way, or a change in a side signal; inactive = no such curve, though single readings can be large or run the other way; the % refers to the signal ratio; note: % is set by controls: 0 for no effect and ±100 for the full control effect
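TR-FRET readout: Ex 340 nm, 665/545 nm emission ratio, normalized to buffer-only (basal) and MBNL1-(CUG)12 controls. Complex of MBNL1-His with Biotin-(CUG)12, compounds 92 nM–58 uM, incubated 60 min at room temperature.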
p53 reactivation – qHTS assay for re-activators of p53 using a Luc reporter. AID 504706, 2011. H1299 p53-A138V BP100-luciferase reporter, luminescence, 24 h. Potency, µM (series often up to 92.2 µM), for the others: at the highest dose activity change, positive = activation, usual class: activators. actives 0.063% (n = 320,000); note: % of control where 0% means no effect; nearly all actives have a fitted effect of over 45% in size
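p53-null H1299 cells stably carrying temperature-sensitive p53-A138V and a BP100-luciferase reporter were pinned with compounds (4-point, 1:5 series) and held 24 hrs at 37 deg C. Luminescence was read 10 min after detection reagent.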
uPA generation – qHTS for Inhibitors of Cell Surface uPA Generation; cell surface uPA generation assay, qHTS; Potency, µM (top dose mostly 38.3 µM), for inactives: at the top dose activity change, negative = inhibition, hits mostly inhibitors; actives 0.31% (n = 330,000); AID 540303, 2011; active = well fitted inhibition curve with a large enough effect; inconclusive = small, poorly fitted or top-dose-only effect; inactive = no such curve, though single readings can be large or run the other way; tested in mouse RAW 264.7 cells; note: % is set by controls: 0 for no effect and ±100 for the full control effect; nearly all actives have a fitted effect of over 55% in size
ELG1 genotox – qHTS screen for small molecules that induce genotoxicity in human embryonic kidney (HEK293T) cells expressing luciferase-tagged ELG1. AID 504466, 2011. actives 1.3% (n = 330,000). HEK293T ELG1-luciferase reporter, luminescence, 16 h. Potency, µM (top dose mostly 46 µM), inactives show at the highest dose activity change, positive = activation, usual class: activators; note: % of control where 0% means no effect; nearly all actives have a fitted effect of over 60% in size
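Step 1: seed 2,000 HEK293T ELG1-luciferase cells per well. Step 2: add compound or DMSO, incubate 16 hr at 37 °C. Step 3: ONE-Glo, 30 min at room temperature, read luminescence.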
Rab9 prom act – qHTS Assay for Rab9 Promoter Activators | Huh7 Rab9 promoter-luciferase reporter, luminescence, 24 h | Potency, µM (series often up to 9.22 µM), for inactives: at the top dose activation, negative = inhibition, usual class: activators | actives 2.8% (n = 320,000); note: % of control where 0% means no effect; nearly all actives have a fitted effect of over 60% in size
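Using Huh7 cells stably transfected with Rab9 promoter–luciferase, compounds were incubated 24 h at 37 °C, 5% CO2; luciferase luminescence was read 10 min after reagent addition.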
MLL CXXC-DNA inh – qHTS Fluorescence Polarization Assay for Inhibitors of MLL CXXC domain - DNA interaction; Potency, µM (highest dose often 115 µM), for the others: at the highest dose activity change, negative = inhibition, actives largely listed as inhibitors; MLL-CXXC / FITC-HOXA9 DNA fluorescence polarization; Histone-lysine N-methyltransferase 2A (Homo sapiens), Q03164; actives 0.037% (n = 290,000); active = well fitted inhibition curve with a large enough effect in the polarisation, with a control signal flat, not every such curve was filed as active; inconclusive = small, poorly fitted or top-dose-only effect, or effect the other way, or a change in a side signal; inactive = no such curve, though single readings can be large or run the other way; the % refers to the polarisation
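Steps: dispense CXXC domain solution (7 uM) → pin compounds or unlabeled HOX-A9 DNA control → 5 min ambient → add FLSN-HOX-A9 solution (50 nM) → spin → 30 min ambient → fluorescence polarization. Tris pH 7.5/NaCl/DTT/BSA buffer.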
VP16 counter – VP16 counterscreen qHTS for inhibitors of ROR gamma transcriptional activity | Potency, µM (titrated, usually from 53.6 µM), without a hit: at the highest dose activity, negative = inhibition, usual class: inhibitors | actives 3.5% (n = 310,000) | Drosophila S2 Gal4-VP16 UAS-luciferase, luminescence, 20 h;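 note: Gal4-VP16 expression switched on by copper sulfate through the metallothionein promoter; % is set by controls: 0 for no effect and ±100 for the full control effect; nearly all actives have a fitted effect of over 50% in size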
FLuc modulator – qHTS profiling assay for firefly luciferase inhibitor/activator using purifed enzyme and Km concentrations of substrates (counterscreen for miR-21 project). Luciferin 4-monooxygenase (Photinus pyralis), P08659. purified FLuc, Km substrates, luminescence inhibition. Potency, µM (top dose mostly 57.5 µM), for the others: at the highest dose activity change, negative = inhibition, actives largely listed as inhibitors. actives 6.9% (n = 360,000). AID 588342, 2011;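 note: plate controls were vehicle for no effect and reference inhibitor for full effect; nearly all actives have a fitted effect of over 55% in size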
Target sequence (P08659 whole entry, looked up): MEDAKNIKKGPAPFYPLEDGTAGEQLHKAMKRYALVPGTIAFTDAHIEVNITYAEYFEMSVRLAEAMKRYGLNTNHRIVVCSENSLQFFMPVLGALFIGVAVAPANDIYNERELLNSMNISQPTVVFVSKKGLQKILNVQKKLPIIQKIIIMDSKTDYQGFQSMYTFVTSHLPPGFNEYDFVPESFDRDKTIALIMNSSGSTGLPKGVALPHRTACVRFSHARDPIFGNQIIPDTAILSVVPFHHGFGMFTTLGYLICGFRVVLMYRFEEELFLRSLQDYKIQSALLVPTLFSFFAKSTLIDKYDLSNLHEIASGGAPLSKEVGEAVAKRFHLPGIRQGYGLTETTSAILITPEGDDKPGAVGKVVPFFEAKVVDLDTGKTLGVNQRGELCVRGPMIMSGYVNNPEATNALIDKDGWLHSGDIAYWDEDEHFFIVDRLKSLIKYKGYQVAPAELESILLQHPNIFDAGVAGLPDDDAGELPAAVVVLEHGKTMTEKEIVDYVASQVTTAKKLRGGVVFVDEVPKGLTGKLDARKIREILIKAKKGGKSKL
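Purified P. pyralis luciferase, 10 nM final, with Km-level 10 uM D-luciferin and 10 uM ATP in 50 mM Tris acetate pH 7.5, 10 mM Mg acetate, 0.01% Tween-20, 0.05% BSA; 6-point qHTS titration about 60 µM downward; luminescence read.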
NPC1 prom act – qHTS Assay for NPC1 Promoter Activators. Huh7 NPC1 promoter luciferase reporter, 24 h. Potency, µM (highest dose often 9.22 µM), for inactives: at the highest dose activation, hits mostly activators. actives 2.4% (n = 320,000);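 note: % of control where 0% means no effect; nearly all actives have a fitted effect of over 60% in size; reporter is driven by a mutant NPC1 promoter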
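Luminescence read-out of NPC1 promoter-driven luciferase in stably transfected Huh7 cells; compounds delivered in DMSO and left 24 h at 37C, 5% CO2, qHTS titration format.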
Numbers without * were called inactive; ? = inconclusive; . = not tested or not shown; [ ] = remark or other dose. Unless noted, calls come from the whole dose curve; as a rule, active = well fitted curve in the direction sought with a large enough effect; inconclusive = small, poorly fitted or top-dose-only effect, or another doubt; inactive = no such curve, though single readings can be large; an effect the other way counts as inactive or inconclusive. Potency is the fitted concentration of half-maximal effect. Not all compounds are listed; count on the stated rates, not on these rows.

SMILES | BRCA1 expr act | RORg inh | MBNL1 CUG block | p53 reactivation | uPA generation | ELG1 genotox | Rab9 prom act | MLL CXXC-DNA inh | VP16 counter | FLuc modulator | NPC1 prom act
C[C@@H](C(=O)NCCCCCC(=O)O)n1nnc2ccccc2c1=O | 24% | -1% | 8% | 6% | 11% | 0% | -3% | 5% | 18% | 3% | -2%
CCCN(CC(=O)Nc1ccccc1OC)C(=O)CC1CCCC1 | -24% | . | . | -1% | -4% | 0% | -2% | . | . | 3% | -1%
Cc1ccc(-n2c(N)cc(=O)nc2SCC(=O)NC2CCCCC2)cc1C | -16% | 19% | 1% | 11% | 16% | 0% | -7% | ? | -3% | 4% | 0%
CS(=O)(=O)N1CCN(c2ccc(NC(=O)Cc3ccccc3)cc2)CC1 | 17% | -25% | -6% | -1% | -2% | -2% | 0% | -9% | -24% | 3% | 10%
Cc1ccc(NC(=S)N2CCC(NC(=O)c3ccc(C)cc3)CC2)cc1 | -12% | 10% | -4% | 0% | -4% | -1% | 0% | 5% | 10% | 0% | 2%
COc1cc(OC)c(OC)cc1/C=C1\SC(N2CCCCC2)=NC1=O | 4% | 20% | 31%[activator] | 0% | -3% | 9% | -2% | -10% | 3% | 3.8µM* | -2%
COc1cc(-c2c(C(C)=O)c(C)nc3c2C(=O)c2ccccc2-3)cc(OC)c1OC | -1% | 6% | ? | 4% | 1% | 0% | 1% | -9% | 3% | 1% | -1%
CCOc1ccc(NC(=O)CN(C)C(=O)CCNC(=O)c2ccccc2Cl)cc1OCC | -3% | . | . | 1% | 2% | 3% | -1% | . | . | -5% | 1%
c1ccc(Nc2ncnc3[nH]ncc23)cc1 | 2% | 7% | -2% | -3% | 19% | -2% | -1% | -1% | -4% | -5% | 7%
COC(=O)c1c(-c2ccc(Br)cc2)noc1N | 2% | 3% | -7% | ? | -8% | ? | ? | -12% | 3% | -3% | 28%
COC(=O)c1cc(NC(=O)CN2CCC(C(N)=O)(N3CCCCC3)CC2)cc(C(=O)OC)c1 | 0% | -19% | -15% | -3% | -2% | 0% | 6% | 8% | -1% | -2% | -2%
CC1(C)CC(=O)c2cc(C(=O)NC3CCSC3=O)c(=O)n(-c3ccc(Cl)cc3)c2C1 (stereo not drawn) | -21% | 4% | 7% | -6% | 7% | 0% | 1% | 21% | 6% | 0% | -2%
Cc1cc(N)c(C)c([N+](=O)[O-])c1C | -10% | ? | -22% | 0% | 8% | 4% | -1% | 13% | -10% | 9% | 0%
COCCn1c(=S)[nH]c2cc(OC)c(OC)cc2c1=O | -5% | ? | 0% | -2% | 8% | -1% | -2% | 0% | ? | 0% | 1%
Cc1ccc(N(CC2CO2)S(=O)(=O)c2ccccc2[N+](=O)[O-])cc1 (stereo not drawn) | -22% | 7% | 7% | 22% | -1% | 7% | -1% | 8% | -10% | 0% | -5%
CSCC(C)N1CCC(CO)(CCc2ccccc2)CC1 (stereo not drawn) | -6% | -7% | 6% | -3% | -4% | 3% | 1% | 1% | -6% | 0% | -2%
COC(=O)c1ccccc1Oc1cnc2ccccc2n1 | 4% | 0% | 2% | -1% | -1% | 1% | -3% | -1% | -13% | -3% | 2%
Clc1ccc(Cl)c(OCCCCNCc2ccccc2)c1 | -59% | -39% | -1% | -7% | -5% | -10% | 0% | 3% | -13% | 4% | 0%
O=c1[nH]cnc2onc(-c3ccc(F)cc3)c12 | -8% | 6% | -4% | -1% | -8% | 3% | -2% | -9% | -3% | -1% | -3%
O=C(c1ccc(F)cc1)N1CCC(C(=O)N(Cc2ccccc2)c2ccccc2)CC1 | -14% | . | . | 4% | -1% | -7% | -5% | . | . | 4% | -3%
O=C(Nc1cccc(S(=O)(=O)N2CCCCC2)c1)c1ccc2c(=O)n3c(nc2c1)CCCCC3 | -92% | -38% | -16% | -1% | -17% | -8% | -20% | 2% | -6% | ? | -10%
O=C(c1ccco1)N1CCN(C(=O)c2ccccc2OC(=O)C23CC4CC(CC(C4)C2)C3)CC1 | -37% | -30% | 6% | 0% | 3% | 3% | 0% | -9% | 1% | 2% | -4%
COc1cc(NC(=O)c2cccc3c2C(=O)N(Cc2cccnc2)C3)cc(OC)c1OC | 41% | -26% | -4% | -5% | -4% | 0% | -8% | -7% | 3% | 1% | -6%
Cc1ccc(NC(=O)CCC(=O)NNC(=O)COc2cccc3ccccc23)c(C)c1 | -2% | 12% | 2% | 0% | 2% | 1% | -4% | 15% | 1% | 6% | -4%
CSc1ccc(S(=O)(=O)Nc2ccccc2C(=O)N2CCOCC2)cc1 | -2% | 11% | -6% | 16% | 1% | 0% | 4% | -6% | 1% | 1% | -4%
CC(=O)Nc1ccc(S(=O)(=O)NNC(=O)COc2cc(C)ccc2C(C)C)cc1 | 4% | 5% | 2% | . | 8% | . | . | -2% | -7% | 0% | .
COc1c(N2CCN(C(=S)Nc3ccccc3)C(C)C2)c(F)cc2c(=O)c(C(=O)O)cn(C3CC3)c12 (stereo not drawn) | . | -2% | -5% | -8% | . | 1% | -7% | -6% | 0% | 1% | -1%
CCOc1ccc(S(=O)(=O)NCCC(=O)NCC(c2ccc(OC)cc2)N2CCCCC2)cc1 (stereo not drawn) | -1% | . | . | -8% | -7% | 1% | -5% | . | . | 2% | 7%
Cc1cccc(OC(=O)c2cccnc2)c1C | -12% | -19%[1.91 µM] | -2% | . | 2% | -1% | 1% | 14% | 1% | -2% | -1%
CN(Cc1ccccc1)C(=O)CN1CCN(C(c2ccccc2)c2ccccc2)CC1 | -41% | -7% | 3% | -4% | -1% | -9% | -1% | 2% | -9% | 5% | -4%
COc1ccc(NC(=O)C(C)NS(=O)(=O)c2ccc(NC(C)=O)cc2)cc1Cl (stereo not drawn) | -1% | 19% | -4% | 1% | . | 11% | 10% | 4% | 3% | 2% | -1%
Cc1nc(-c2ccccn2)nc(N2CCOCC2)c1Cl | -50% | 35% | 2% | 1% | -1% | -2% | 3% | -5% | 2% | 1% | -1%
CC(=O)Nc1ccc(CN2CCN(CCc3ccccc3)C(CCO)C2)cc1 (stereo not drawn) | -3% | -12% | -9% | 2% | 0% | -1% | 1% | 11% | 1% | 6% | -1%
CCc1ccc(C(=O)OCC(=O)NCCNC(=O)COC(=O)c2ccc(CC)cc2)cc1 | 4% | -14% | 2% | 22% | -2% | 1% | 0% | 16% | -1% | 5% | 1%

Exported with tabs: part of the list above.
Compound	BRCA1 expr act	RORg inh	MBNL1 CUG block	p53 reactivation	uPA generation	ELG1 genotox	Rab9 prom act	MLL CXXC-DNA inh	VP16 counter	FLuc modulator	NPC1 prom act
COc1cc(-c2c(C(C)=O)c(C)nc3c2C(=O)c2ccccc2-3)cc(OC)c1OC	-1%	6%	?	4%	1%	0%	1%	-9%	3%	1%	-1%
CCOc1ccc(NC(=O)CN(C)C(=O)CCNC(=O)c2ccccc2Cl)cc1OCC	-3%	.	.	1%	2%	3%	-1%	.	.	-5%	1%
c1ccc(Nc2ncnc3[nH]ncc23)cc1	2%	7%	-2%	-3%	19%	-2%	-1%	-1%	-4%	-5%	7%
COC(=O)c1c(-c2ccc(Br)cc2)noc1N	2%	3%	-7%	?	-8%	?	?	-12%	3%	-3%	28%
COC(=O)c1cc(NC(=O)CN2CCC(C(N)=O)(N3CCCCC3)CC2)cc(C(=O)OC)c1	0%	-19%	-15%	-3%	-2%	0%	6%	8%	-1%	-2%	-2%
